# Assay outcomes as filed in PubChem BioAssay.
# MCL1-BIM inh: inhibitors of human MCL1 binding to BIM-BH3 peptide; Q07820; GST-MCL1 / FITC-Bim-BH3 fluorescence polarization; inhibition, % at 10.9 µM; 320,000 tested, 0.68% active; AID 2057;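 active means inhibition above the mean inhibition of all tested compounds plus 3 SD, set per campaign, cut at about 40% in these data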;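 further: 0% = DMSO wells and 100% = unlabeled Bim-BH3 peptide control; higher means more loss of mP so more displacement of Bim peptide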
# BCLXL inh: Bcl-xL (human) inhibition. inhibition, % at 10.9 µM. 320,000 tested, 0.7% active. Q07817. GST-Bcl-xL / FITC-Bim BH3 peptide fluorescence polarization;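 active means inhibition above the mean of all tested compounds plus 3 SD, cutoff set per campaign, cut at about 30% in these data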;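 further: 0% = DMSO wells and 100% = unlabeled Bim-BH3 peptide competitor; inhibitors lower millipolarization by displacing the labeled peptide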
# Target sequence (Q07817 whole entry, looked up): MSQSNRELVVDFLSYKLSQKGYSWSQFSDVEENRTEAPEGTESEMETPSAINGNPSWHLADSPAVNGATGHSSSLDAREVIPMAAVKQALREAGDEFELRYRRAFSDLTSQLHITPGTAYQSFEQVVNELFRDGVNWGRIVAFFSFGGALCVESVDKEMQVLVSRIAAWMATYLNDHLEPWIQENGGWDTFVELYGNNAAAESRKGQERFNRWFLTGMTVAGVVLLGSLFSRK
# CIT2-GFP yeast: yeast TOR pathway CIT2-GFP modulation; S. cerevisiae CIT2-GFP strain, flow cytometry, 3 h; 100 means same as DMSO wells; AID 2029; GFP response vs DMSO, % at 10 µM; 320,000 tested, 0.065% active;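 active means GFP response relative to DMSO above a set limit, near the screen mean plus 3 SD, cut at about 150% in these data; inconclusive means Fewer than 70 cells measured for a yeast strain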;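 further: ratio of well median GFP fluorescence to mean of DMSO wells on the plate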
# VLA-4 inh: inhibition in a human VLA-4 binding assay. VLA-4 expressing cells, ligand binding flow cytometry. P13612. 330,000 tested, 0.2% active. inhibition, % (about 7 µM as worked out from the volumes in the protocol); in the data active means inhibition above about 50%
# MEX-5 binding: C. elegans MEX-5 TCR-2 RNA binding activity. Q9XUB2. 300,000 tested, 0.38% active. MEX-5/FITC-TCR2 RNA binding, fluorescence polarization; stronger effect = lower value. activity score (negative = inhibition of binding), % at 10 µM;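 active means inhibition past about -25% in most replicates, and total fluorescence under double the plate's negative control median, limit read from the data; inconclusive means replicates evenly split on the limit, or fluorescence at least double controls; inactive means too little inhibition in most replicates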;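 further: 0% = DMSO and -100% = 5 µM competing unlabeled TCR2 RNA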
# GRK2 inh: human GRK2 inhibition via aptamer displacement; P25098; bead flow cytometry, FAM-aptamer displacement from GRK2; inhibition of aptamer binding, % at 10 µM; 330,000 tested, 0.59% active;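 active means inhibition of aptamer binding above 40%, roughly 3 SD of noise, on plates passing a quality check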;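 further: median bead fluorescence of bound FAM aptamer so fluorescent compounds give negative values; no value below 0 was filed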
# Target sequence (P25098 whole entry, looked up): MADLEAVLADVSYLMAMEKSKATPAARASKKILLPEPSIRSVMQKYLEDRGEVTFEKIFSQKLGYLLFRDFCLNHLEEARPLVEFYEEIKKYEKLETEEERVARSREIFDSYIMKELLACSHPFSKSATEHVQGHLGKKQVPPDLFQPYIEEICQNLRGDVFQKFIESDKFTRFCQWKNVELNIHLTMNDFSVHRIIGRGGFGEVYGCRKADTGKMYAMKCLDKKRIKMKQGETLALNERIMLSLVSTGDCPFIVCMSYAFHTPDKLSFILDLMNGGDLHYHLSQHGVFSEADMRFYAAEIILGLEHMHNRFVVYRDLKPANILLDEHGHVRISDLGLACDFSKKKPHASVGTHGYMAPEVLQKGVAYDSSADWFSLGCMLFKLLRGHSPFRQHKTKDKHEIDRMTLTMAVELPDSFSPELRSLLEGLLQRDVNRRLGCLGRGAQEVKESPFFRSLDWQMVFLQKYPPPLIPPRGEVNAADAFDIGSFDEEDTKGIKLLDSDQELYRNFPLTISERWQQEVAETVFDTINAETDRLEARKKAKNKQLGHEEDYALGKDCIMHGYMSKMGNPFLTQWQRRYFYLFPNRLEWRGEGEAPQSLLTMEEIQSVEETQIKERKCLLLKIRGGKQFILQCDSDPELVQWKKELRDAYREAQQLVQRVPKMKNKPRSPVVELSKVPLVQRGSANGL
# AGP1 TOR yeast: yeast TOR pathway AGP1-GFP modulation | AID 2066 | S. cerevisiae AGP1-GFP multiplex flow cytometry, 3 h; GFP as percent of DMSO wells | 320,000 tested, 0.02% active | GFP response vs DMSO, % at 10 µM;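 active means GFP response relative to DMSO above a set limit, near screen average plus 3 SD, cut at about 150% in these data; inconclusive means fewer than 70 cells counted for the yeast strain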;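 further: median GFP channel fluorescence of the gated AGP1 strain per well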
# GLD-1 RNA inh: GLD-1-TGE RNA interaction inhibition (C. elegans); purified GLD-1 + fluorescein TGE RNA, fluorescence polarization; 320,000 tested, 0.44% active; Q17339; inhibition, % at 5.96 µM;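 active means percent inhibition above a per-plate cutoff, the plate mean of test compounds plus 3 SD, cut at about 30% in these data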;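 further: 0% = DMSO wells with GLD-1 and probe and 100% = wells lacking GLD-1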
# Fam108B inh: counter-screen for RBBP9 inhibitors: inhibitors of mouse Fam108B; inhibition, % at 9.51 µM; AID 1947; 300,000 tested, 0.33% active; recombinant Fam108B, FP-Rh probe fluorescence polarization;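 active means inhibition above the screen mean inhibition plus 3 SD, computed separately per campaign, cut at about 18% in these data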;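 further: inhibitors lower polarization as less probe binds the enzyme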
# Active calls of the source: *; ? = inconclusive; . = no result given; [ ] = remark or other dose.
SMILES,MCL1-BIM inh,BCLXL inh,CIT2-GFP yeast,VLA-4 inh,MEX-5 binding,GRK2 inh,AGP1 TOR yeast,GLD-1 RNA inh,Fam108B inh
O=C1Nc2ccccc2/C1=N\c1sc2c(c1C(=O)Nc1ccccc1)CCCC2,-2.4,7.3,103.7,-1.9,-2.4,0.0,99.1,2.0,-3.3
CN(Cc1ccccc1)S(=O)(=O)c1ccc(Cl)c(C(=O)NCc2ccc3c(c2)OCO3)c1,-1.1,-0.6,117.5,4.7,1.3,0.0,95.0,1.9,-2.9
Cc1cccc(OC(=O)c2ccc3nccnc3c2)c1,-3.3,-0.3,85.4,16.6,-2.0,2.0,94.4,1.4,-0.3
COc1ccc(NC(=S)NNC(=O)Cn2nc(C(F)F)cc2C(F)F)cc1,6.5,4.9,105.6,16.4,-3.0,2.0,103.1,-1.9,2.4
CN(C)C=Nc1ncc2c([nH]c3ccccc32)c1C#N,8.8,8.6,87.2,-4.7,1.0,2.0,91.8,6.0,4.3
Cc1[nH]c(C)c(S(=O)(=O)NCc2ccco2)c1C(=O)N1CCCCC1,1.3,1.0,101.8,19.1,0.9,1.0,99.2,-0.6,2.0
OC1(Cc2ccn[nH]2)CCCCC1,0.6,8.2,110.5,-2.3,0.5,1.0,102.5,1.2,2.9
COc1cccc(OC)c1C(=O)Nc1cc(C)on1,1.7,-1.1,108.3,-24.9,-0.2,0.0,.,-5.8,2.5
O=C(NC1=NCCS1)c1cccc(S(=O)(=O)N2CCOCC2)c1,-7.3,-11.2,92.4,16.9,.,0.0,97.6,1.4,.
COc1ccc(Cl)cc1C(=O)NCc1ccco1,-2.3,-19.1,98.4,-5.9,1.1,4.0,98.6,2.4,-2.2
COc1ccc(NC(=O)c2c([N+](=O)[O-])c(C(C)(C)C)nn2C)cc1,5.0,3.1,92.9,4.7,-1.4,0.0,98.9,-2.7,-2.8
Cc1nnc(C)c2c(C)n(-c3ccc(Cl)c(N)c3)c(C)c12,0.4,0.0,102.9,-2.7,-0.5,0.0,105.3,-4.8,6.7
CCC(C)(C)C1CCC(=NNC(=S)Nc2cccnc2)CC1 (stereo unspecified),-4.0,-5.7,92.4,7.4,2.7,0.0,93.6,8.2,-3.9
CCCCC(CC)COP(=O)(OCC(CC)CCCC)OCC(CC)CCCC (stereo unspecified),-1.1,3.3,103.8,14.0,.,4.0,112.2,3.7,.
O=C(O)c1ccccc1CSc1ncn[nH]1,2.4,6.7,101.7,5.0,-0.6,6.0,103.1,-0.9,-1.5
CS(=O)(=O)c1nc(-c2ccc(Br)cc2)cc(-c2ccccc2)c1C#N,-1.3,2.7,95.4,8.5,2.1,0.0,101.2,-4.6,-24.1
Cc1c(NC(=O)C(C)N2C(=O)NC3(CCC(C)CC3)C2=O)c(=O)n(-c2ccccc2)n1C (stereo unspecified),-0.4,3.0,107.4,9.5,2.3,0.0,105.3,2.9,1.2
Cc1nc(N2CCN(c3ccccn3)CC2)c2c(C)c(C(=O)Nc3c(C)cc(Br)cc3C)sc2n1,2.9,1.5,93.7,-12.9,-3.3,1.0,95.0,10.3,-14.6
COc1cccc(CN(C)CC(=O)Nc2sc3c(c2C#N)CCC3)c1,1.2,4.8,99.0,-5.5,0.6,94.0*,95.1,0.1,0.1
COc1ccc(NC(=O)C2CCN(c3cc(C)nc(-c4ccccc4)n3)CC2)cc1,2.6,5.3,95.5,10.8,-0.9,0.0,92.2,2.7,-0.3

# Pulled one by one from the list above (2):
SMILES,MCL1-BIM inh,BCLXL inh,CIT2-GFP yeast,VLA-4 inh,MEX-5 binding,GRK2 inh,AGP1 TOR yeast,GLD-1 RNA inh,Fam108B inh
Cc1[nH]c(C)c(S(=O)(=O)NCc2ccco2)c1C(=O)N1CCCCC1,1.3,1.0,101.8,19.1,0.9,1.0,99.2,-0.6,2.0
CN(Cc1ccccc1)S(=O)(=O)c1ccc(Cl)c(C(=O)NCc2ccc3c(c2)OCO3)c1,-1.1,-0.6,117.5,4.7,1.3,0.0,95.0,1.9,-2.9

# Continued:
SMILES,MCL1-BIM inh,BCLXL inh,CIT2-GFP yeast,VLA-4 inh,MEX-5 binding,GRK2 inh,AGP1 TOR yeast,GLD-1 RNA inh,Fam108B inh
CCCOc1ccc(C(CC(=O)O)NS(=O)(=O)c2ccc(NC(C)=O)cc2)cc1 (stereo unspecified),-3.2,0.3,91.7,0.7,2.6,0.0,95.7,-3.0,1.5
COc1cccc(-c2csc(N3CCN(C(=S)Nc4ccc(Cl)cc4)CC3)n2)c1,-1.5,1.1,91.3,16.4,4.0,0.0,94.5,-6.0,6.6
O=C(/C=C/c1ccccc1)NCCSc1ccc(Cl)cc1,1.7,8.7,95.0,4.9,1.8,0.0,106.7,2.7,-7.0
CCCN(CCC)S(=O)(=O)c1ccc(C(=O)Nc2nc3c(s2)CCc2ccccc2-3)cc1,9.7,5.7,92.5,-0.7,-0.2,0.0,95.8,-1.9,-5.0
Cc1ccc(CNC(=O)C2CCN(c3nn4c(=O)cc(C)nc4s3)CC2)cc1,1.3,1.0,93.3,3.9,1.7,0.0,100.3,2.6,-3.7
COc1ccc(N(CC(=O)NCCSc2ccccn2)S(=O)(=O)c2ccccc2)cc1Cl,-0.9,0.0,96.5,-0.7,1.5,2.0,93.9,-2.7,0.1
CCCCC(O)(C(NC=O)C(=O)OC)C(F)(F)F (stereo unspecified),8.1,3.0,77.8,2.5,-1.1,0.0,95.5,-2.6,-2.3
Oc1ccc(/C=C/c2ccc3ccccc3n2)cc1,7.5,1.5,86.8,-10.2,0.8,0.0,92.9,-9.3,6.1
O=C(NCCN1C(=O)S/C(=C/c2cccnc2)C1=O)C1=NN(c2ccccc2)C(=O)CC1,-5.0,-10.3,93.8,-12.9,.,0.0,94.8,9.3,.
CCN(CC)C(=O)CN(c1cc2c(cc1OC)oc1ccccc12)S(=O)(=O)c1ccccc1,-1.6,1.4,102.7,24.6,-0.3,0.0,113.2,2.9,-6.3
CCC1CCCCN1C(=O)c1cc2c(=O)n3cccc(C)c3nc2s1 (stereo unspecified),-6.7,1.7,84.1,-0.8,-2.7,8.0,93.5,-5.1,0.9
CN(CCc1ccccn1)Cc1ccc(Cl)cc1Cl,3.4,1.9,99.5,9.3,-0.8,0.0,104.7,-6.6,-0.9
CCOC(=O)Cn1c2c(c(=N)c3c1CCC3)CCCC2,6.6,3.9,99.1,2.3,-1.7,2.0,98.0,-5.7,-1.2
NC(=O)c1cc(S(=O)(=O)Nc2ccccc2)cs1,0.8,-0.2,102.5,12.0,-0.6,0.0,103.3,3.2,-0.1
CC(=O)Nc1ccc(NC(=O)c2c(-c3ccccc3)noc2C)cn1,4.2,3.9,95.6,-2.5,-1.0,0.0,102.9,0.5,-2.6
COc1ccc(OCCNC(=O)c2ccccc2OCC(=O)Nc2ccc(NC(C)=O)cc2)cc1,8.5,6.0,89.8,2.6,-1.0,3.0,96.0,10.2,6.5
CCCn1c(CN2CCN(C(C)=O)CC2)nc2cc(S(=O)(=O)N(C)C)ccc21,3.1,3.0,91.6,7.7,-2.4,0.0,91.2,9.9,-4.2
CCc1ccc(-c2cc(C(F)(F)F)n3nc(C(=O)Nc4cnn(Cc5ccccc5C)c4)cc3n2)s1,-1.3,1.1,99.3,10.6,-1.4,0.0,94.6,7.2,-2.5
Cc1ccc(OCCN2CCN(CC(O)Cn3c4ccccc4c4ccccc43)CC2)cc1 (stereo unspecified),2.8,3.7,99.7,-11.4,-4.5,0.0,100.6,4.4,7.7
CCc1cc(=O)[nH]c(SCc2cccnc2)n1,3.5,6.4,91.4,-4.7,-1.5,4.0,99.6,5.8,-2.1
COc1ccc(OC)c(NS(=O)(=O)c2ccc3c(c2)CCC(=O)N3)c1,-3.1,-0.1,101.8,11.4,-2.5,5.0,106.8,5.4,0.8
COc1ccc(-n2c(Cc3cccn3C)nnc2SCC(=O)N2CCC(C)CC2)cc1,-3.8,5.2,99.6,41.5,-1.5,0.0,100.3,3.4,-1.6
CC(C)(C)c1ccccc1OCCCCCn1ccnc1,3.0,-0.5,100.2,6.1,8.9,2.0,98.2,-13.8,2.7
O=C(CCCc1nc(-c2ccccc2)no1)Nc1cccnc1,-19.3,-11.2,92.8,15.9,0.7,4.0,102.5,-11.1,-3.7
O=S(=O)(c1ccc(Cl)cc1)N1CCCC1c1nc(-c2ccc(Cl)cc2)no1 (stereo unspecified),1.0,-1.1,97.3,0.4,0.7,0.0,99.8,-1.5,-7.7
O=C(C[C@@H]1C/C=C/CCCC(=O)O[C@H](c2ccccc2)CNC1=O)N[C@H](CO)Cc1ccccc1,.,.,90.2,0.5,.,0.0,102.0,4.4,.
CCN(CC)S(=O)(=O)c1cc(NC(=O)CSc2nnc(-c3cccs3)o2)ccc1C,-7.1,-0.7,?,7.4,2.1,1.0,17.1[may fluoresce violet],1.2,1.5
CCCCc1ccc(N=N/C(C(=O)Nc2ccc(NC(C)=O)cc2OC)=C(/C)O)cc1,-2.0,2.2,92.2,-1.9,-1.6,1.0,101.6,-3.0,-0.9
CC(=O)Nc1ccc(Oc2cc(C#N)c(C#N)cc2N2CCOCC2)cc1,-0.6,-4.1,93.4,1.4,-1.1,0.0,106.6,1.4,0.8
CCCN(c1ccc(C(C)C)cc1)S(=O)(=O)c1c(C)noc1C,1.9,0.0,90.1,8.4,3.6,3.0,104.5,-5.1,5.4
CCOC(=O)c1c(NC(=O)CSc2nncs2)sc(C)c1-c1ccccc1,-1.7,3.2,97.3,18.8,-0.1,3.0,88.8,-0.6,-1.1
CCc1ccc(NC(=O)COc2ccc(/C=C(/C#N)c3nc4ccccc4[nH]3)cc2OC)cc1,6.5,11.8,107.8,9.9,0.9,0.0,104.0,6.2,-27.6
Cc1[nH]c(=O)c(C#N)c(C)c1CCC(=O)Nc1cc(S(C)(=O)=O)ccc1Cl,-15.2,-9.7,108.3,3.1,1.2,2.0,96.5,-0.7,5.6
Cc1cccc(NS(=O)(=O)c2ccc3c(c2)Cc2cc(S(=O)(=O)Nc4cccc(C)c4C)ccc2-3)c1C,-3.3,4.7,105.9,5.8,.,0.0,95.5,7.1,-48.2
COc1ccc(C2C(C(=O)c3ccco3)=C(O)C(=O)N2CC2CCCO2)cc1 (stereo unspecified),-2.8,2.6,97.8,-17.6,-2.8,0.0,102.8,-8.5,-1.8
CN(C)CCNc1oc(COc2ccc(Cl)cc2Cl)nc1C#N,42.2*,34.2*,95.0,-1.1,-2.1,0.0,99.6,26.3,-3.4
CCNC(=O)/C(=C\c1ccccc1)NC(=O)/C=C/c1ccccc1,-0.1,-1.6,114.3,9.7,-2.6,0.0,107.4,-2.6,1.3
CCOC(=O)C1=C(N)OC2=C(C(=O)CCC2)C1c1cccnc1 (stereo unspecified),1.0,-0.4,?,2.3,-2.5,0.0,?,2.5,0.0
C=CCn1c(=O)c(C(=O)NCCc2ccccc2)c(O)c2ccccc21,-0.2,2.6,66.6,20.6,-1.6,3.0,78.3,1.0,-5.6
O=C(O)CCCCn1c(SCC(=O)Nc2ccccc2C(F)(F)F)nc2ccsc2c1=O,-2.2,-2.2,100.3,5.3,1.9,2.0,107.2,3.9,-0.5
Cc1noc(C)c1CSc1cc(C)c2ccccc2n1,8.7,7.9,84.2,10.0,1.2,0.0,96.3,-1.1,-0.7
CCC(=C(c1ccc(OC)cc1)c1ccc(OC)cc1)c1cn(CC(O)CN2CCN(C)CC2)c2ccccc12 (stereo unspecified),-8.0,3.5,93.4,22.5,.,0.0,101.7,-0.4,16.6
